Source: PubChem BioAssay (several laboratories)
EP2 modulator: EP2 receptor modulators, cAMP readout, primary screen, cell-based, HTRF cAMP, PGE2 stimulation. Prostaglandin E2 receptor EP2 subtype (Homo sapiens), P43116. EP2-expressing cells, cAMP HTRF FRET, PGE2 co-stimulation. induction, % at 25 µM. 260,000 compounds, 0.83% hits. AID 940, 2007;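 active means compounds whose cAMP rise, as percent of the full-agonist control response, exceeds 60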;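 further: rat C6 glioma line stably carrying human EP2 under a CMV promoter; the protocol text gives 20 µM as final concentration; 100% = response of wells given 1 µM PGE2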
Target sequence (P43116 whole entry, looked up): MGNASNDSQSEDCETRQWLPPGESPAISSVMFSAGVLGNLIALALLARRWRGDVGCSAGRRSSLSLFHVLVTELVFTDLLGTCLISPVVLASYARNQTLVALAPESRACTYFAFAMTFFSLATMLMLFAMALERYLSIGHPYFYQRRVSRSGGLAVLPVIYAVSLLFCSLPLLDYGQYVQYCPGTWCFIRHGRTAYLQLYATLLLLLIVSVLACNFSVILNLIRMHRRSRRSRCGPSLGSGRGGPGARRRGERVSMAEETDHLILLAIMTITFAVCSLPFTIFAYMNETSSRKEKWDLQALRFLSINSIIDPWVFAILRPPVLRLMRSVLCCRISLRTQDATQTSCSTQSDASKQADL
S1P4 agonist: S1P4 receptor agonists, primary screen, cell-based; Sphingosine 1-phosphate receptor 4 (Homo sapiens), O95977; S1P4-expressing cell line, agonist reporter assay; activation, % at 4.98 µM; 220,000 compounds, 0.35% hits; AID 1509, 2009; in the data active means activation above about 11%;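 further: 0% = DMSO vehicle and 100% = reference agonist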
NPY-Y1 antag: NPY-Y1 receptor antagonists, primary screen, cell-based | HEK293-CNG Y1 cells, membrane potential fluorescence; NPY at EC95, then isoproterenol | 200,000 compounds, 1% hits | inhibition, % at 3.6 µM;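 active means inhibition above the campaign mean inhibition of all tested compounds plus 3 SD, cut at about 20% in these data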;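 further: 0% = DMSO wells given NPY plus isoproterenol and 100% = isoproterenol alone without NPY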
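Benchmarks – high control isoproterenol alone, low control NPY with isoproterenol · Material – HEK293 Y1/CNG channel cell line · Times – dye 3 h, compound 60 min room temperature, stimulation 45 min · Probe or stimulus – NPY (25 nM), isoproterenol (1 µM), Ro 20-1724 (25 µM) · Evaluation – % inhibition of NPY effect · Signal – fluorescence, membrane potential probe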
NPY-Y1 PAM-ag: NPY-Y1 receptor potentiators or agonists, primary screen, cell-based; Neuropeptide Y receptor type 1 (Homo sapiens), P25929; NPY-Y1 expressing cells, potentiator/agonist activation; activation, % at 3.6 µM; 220,000 compounds, 0.37% hits; in the data active means activation above about 33%, passing the limit was not always enough;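 further: cells stimulated with NPY at EC10 then isoproterenol at EC100; 0% = low agonist plus stimulus and 100% = saturating agonist plus stimulus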
zfTRPN1 agonist: zebrafish TRPN1 channel agonists, primary screen, cell-based, HEK293, calcium fluorescence; activation, % at 3 µM; transient receptor potential cation channel N1 (TRPN1/NompC), Danio rerio; AID 1424, 2008; HEK293 zebrafish TRPN1-YFP, Fluo-8 calcium fluorescence; 100% = response to 87 µM carbachol; 220,000 compounds, 0.18% hits;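 active means activation above its plate's cutoff, the mean activation of test wells on that plate plus 3 SD, cut at about 19% in these data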;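 further: 0% = DMSO alone and 100% = 87 µM carbachol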
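Material: zebrafish TRPN1-YFP in HEK293 cells; Doses: single test compound dose, 3 µM nominal, 0.3% DMSO; Timing: dye loading 1 h at 37 °C, then 30 min room temperature; Technique: intracellular calcium fluorescence with Fluo-8; Benchmarks: high carbachol 87 µM, low DMSO alone.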
TRPML3 agonist: human TRPML3 channel agonists, primary screen, cell-based, HEK293 TRPML3-YFP, Fluo-8 calcium fluorescence, 3 µM; Mucolipin-3 (Homo sapiens), Q8TDD5; 100% = the carbachol control signal; activation, % at 3 µM; 220,000 compounds, 0.29% hits; AID 1448, 2008;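 active means activation above its plate's cutoff, the mean activation of the plate's test wells plus 3 SD, cut at about 12% in these data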;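 further: 0% = DMSO only wells and 100% = carbachol wells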
Target sequence (Q8TDD5 whole entry, looked up): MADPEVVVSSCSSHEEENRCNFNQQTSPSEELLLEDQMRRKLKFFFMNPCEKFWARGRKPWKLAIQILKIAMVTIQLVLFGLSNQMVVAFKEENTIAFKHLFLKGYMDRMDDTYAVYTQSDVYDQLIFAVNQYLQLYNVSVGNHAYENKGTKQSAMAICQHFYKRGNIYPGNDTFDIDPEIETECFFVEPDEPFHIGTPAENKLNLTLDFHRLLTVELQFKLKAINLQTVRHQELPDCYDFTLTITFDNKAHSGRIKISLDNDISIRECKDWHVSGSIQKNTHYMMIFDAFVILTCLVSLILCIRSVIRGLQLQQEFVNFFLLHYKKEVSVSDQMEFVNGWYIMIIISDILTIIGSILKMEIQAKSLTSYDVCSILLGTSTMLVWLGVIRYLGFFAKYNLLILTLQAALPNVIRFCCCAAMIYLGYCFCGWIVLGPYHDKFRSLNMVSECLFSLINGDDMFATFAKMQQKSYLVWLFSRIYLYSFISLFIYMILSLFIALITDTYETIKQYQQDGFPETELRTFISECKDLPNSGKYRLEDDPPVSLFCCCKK
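Material: TRPML3-YFP stable HEK293 cells | Dosing: One concentration, 3 µM nominal, 0.3% DMSO | Timing: 125 s total fluorescence read per well | Technique: Fluo-8 calcium dye fluorescence, ex 470-495, em 515-575 nm | Measure: Percent activation from peak-to-basal fluorescence ratio, scaled between DMSO and carbachol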
NPY-Y2 PAM-ag: NPY-Y2 potentiators or agonists, primary screen, cell-based; Neuropeptide Y receptor type 2 (Homo sapiens), P49146; cells expressing NPY-Y2, potentiator/agonist read-out; activation, % at 3.6 µM; 220,000 compounds, 0.45% hits; AID 1359, 2008; in the data active means activation above about 27%;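 further: cells stimulated with NPY near EC25 plus isoproterenol at EC100; 0% = vehicle plus submaximal agonist and 100% = vehicle plus saturating agonist; some results beyond the cut were filed as inactive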
S1P4 antag: S1P4 receptor antagonists, primary screen, cell-based; 220,000 compounds, 0.26% hits; AID 1510, 2009; S1P4-expressing cells, antagonist mode, reporter read-out; Sphingosine 1-phosphate receptor 4 (Homo sapiens), O95977; inhibition, % at 4.98 µM; in the data active means inhibition above about 29%;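 further: 0% = wells stimulated with agonist and 100% = vehicle wells without agonist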
CHOP inhibitor: inhibitors of CHOP promoter induction, primary screen, cell-based, unfolded protein response, luciferase reporter | CHO-K1 CHOP-promoter luciferase, tunicamycin-induced, 15-18 h | inhibition, % at 10 µM | 220,000 compounds, 3.8% hits;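 active means compounds that reduced the stress-induced luciferase reporter signal by more than about 70% of percent inhibition, limit read from the data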;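 further: 0% = tunicamycin plus vehicle and 100% = wells without tunicamycin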
* hit, by the source's call; . = no result given.

SMILES	EP2 modulator	S1P4 agonist	NPY-Y1 antag	NPY-Y1 PAM-ag	zfTRPN1 agonist	TRPML3 agonist	NPY-Y2 PAM-ag	S1P4 antag	CHOP inhibitor
CN(C(=O)c1cc2n(n1)C(C(F)(F)F)CC(c1ccco1)N2)c1ccc(OC(F)(F)F)cc1 (stereo not drawn)	-9	0.5	-13	29	1.1	0.1	12	1	65
CCC(=O)N1c2ccc(S(=O)(=O)N(CCO)Cc3ccccc3)cc2CC1C (stereo not drawn)	-4	2.2	2	-22	5.2	3.0	-15	1	-20
CC(C)CC(CO)N1CCN(C(=O)c2cccc(C(F)(F)F)c2)CCC1=O (stereo not drawn)	-7	1.4	-3	-8	0.4	0.6	5	-1	16
Cc1ccc2c(CC(=O)NCc3ccc4c(c3)OCO4)coc2c1	-21	-0.7	9	-18	-0.3	-1.2	-9	11	29
COc1ccc(-c2ccc(SCC(=O)Nc3nnc(C)s3)nn2)cc1	0	-0.1	2	13	-0.7	0.3	8	-12	-3
CCOC(=O)C1(Cc2ccccc2)CCN(Cc2csc(C(C)=O)c2)CC1	-3	2.5	2	-2	0.1	0.8	3	-5	-2
Nc1ccc(N2CCCCC2)cc1N1CCCCC1	-8	0.2	-3	1	0.2	-0.5	-5	2	43
C/C(=N\NC(=O)CNC(=O)c1ccncc1)c1ccc(C)cc1	6	-0.4	0	11	1.2	-0.4	7	-1	17
Nc1cc(-c2ccc(Cl)cc2)nn1S(=O)(=O)c1ccc(Cl)cc1	-16	1.4	-1	11	-0.3	0.1	2	-22	108*
COc1cc(COc2ccc3c(C)c(Cc4ccccc4)c(=O)oc3c2)cc(OC)c1OC	53	-1.9	-2	-16	0.4	0.0	-7	-11	23
Cn1c(SCC(=O)NCCN2C(=O)CSC2=O)nnc1-c1ccccc1	5	-0.1	3	-4	0.6	1.0	9	-4	-6
CC(=O)c1ccc(NC(=O)c2noc3c2CCCCC3)cc1	19	-0.9	-5	0	-0.4	0.8	-27	3	-13
C/C(N)=C(/C#N)C(=O)CSc1nc2cc(Cl)ccc2s1	0	0.1	1	6	-0.7	0.6	5	5	36
COc1ccc(C)cc1NC(=O)CN(Cc1nnc(-c2ccc(Cl)cc2)o1)C1CCCC1	26	2.3	8	-25	-0.9	-0.7	-15	-14	42
Cc1cccc(Nc2nc3c(c(=O)n(C)c(=O)n3C)n2Cc2ccccc2)c1	38	0.9	1	9	0.8	0.5	0	2	-8
Cc1cc(=O)n2nc(-c3ccccc3)sc2n1	-1	-2.7	4	15	0.1	0.3	-2	-11	-14
CC1CCCN(C(=O)C2CCCN(S(=O)(=O)c3cccc4nsnc34)C2)C1 (stereo not drawn)	22	-4.3	-6	-5	-1.1	0.4	-3	-18	23
Cc1cnnc2c1-c1no[n+]([O-])c1CC2	13	2.5	-2	-18	-0.1	-0.7	-20	-16	24
Cc1ccc(NC(=O)CC2Oc3ccc(C)cc3NC2=O)cc1 (stereo not drawn)	8	1.7	1	1	-0.5	0.6	-1	-5	23
COc1ccc(N=Cc2c(O)n(-c3cccc(C)n3)c(=O)c3ccccc23)cc1	-11	2.0	3	-8	0.1	0.4	-5	16	-8
CCn1cc(C(=O)N(CCC(C)C)c2c(N)n(Cc3ccccc3)c(=O)[nH]c2=O)c(=O)c2ccc(C)nc21	25	1.2	-2	8	-0.9	0.7	2	-8	1
CSCC[C@H](NC(=O)OC(C)(C)C)c1nnc(SCC(=O)N(C)C)o1	13	0.2	7	7	-0.2	0.3	9	8	15
c1ccc(C2(c3ccccc3)OCC(Cn3cncn3)O2)cc1 (stereo not drawn)	22	1.2	-2	-1	-0.7	-0.9	-7	10	13
CN(C(=O)COC(=O)c1ccc2[nH]c3c(c2c1)CCCC3)C1CCS(=O)(=O)C1 (stereo not drawn)	-63	-1.7	-4	-1	-0.9	-0.1	-2	-6	9
COc1ccc(O)c(/C=N/n2c(-c3ccco3)csc2=Nc2cccnc2)c1	3	1.0	-1	14	-0.1	-0.3	6	-11	0
CCN(CC)C(=S)Oc1ccc(Cl)cc1Cl	30	1.9	.	3	-1.5	0.6	-8	0	22
COc1cccc(C(=O)/C=C/Nc2ccc(S(=O)(=O)Nc3nc(C)cc(C)n3)cc2)c1	-80	-3.2	0	-7	0.2	0.0	-3	-3	11
O=C(N/C(=C/C=C\c1ccccc1)C(=O)N1CCOCC1)c1ccc(Br)cc1	1	-1.1	4	15	-0.1	0.2	12	-13	26
N#Cc1c(C(F)(F)F)cc(-c2ccccc2)nc1SCC(=O)N1CCOCC1	-7	-0.1	7	1	1.1	-0.3	-6	-3	-18
COC(CNC(=S)Nc1ccc([N+](=O)[O-])cc1)OC	-15	-0.8	0	7	4.0	3.5	3	-7	9
Clc1ccc(Cc2nnc(-c3ccccc3Br)o2)cc1	-26	-0.9	2	-15	-1.5	0.2	3	8	-9
CN1CCN(c2ccc(NC(=O)COc3ccccc3[N+](=O)[O-])cc2)CC1	-27	-3.3	4	-7	2.7	1.2	-7	-6	-9
COc1cccc(/C=C/C(=O)Nc2ccc3[nH]c(=O)[nH]c3c2)c1	-13	-0.9	2	7	0.2	-0.1	3	15	7
S=c1[nH]nc(-c2ccccn2)n1/N=C/c1cccc2ccccc12	19	0.7	-1	-5	1.2	0.9	11	-2	28
CCCCOC(=O)Nc1ccc2c(C)cc(=O)oc2c1	6	-1.9	9	0	-0.7	-0.1	4	2	-8
CC(C)Oc1ccc(CC2CC(=O)NC2=O)cc1 (stereo not drawn)	-10	-2.0	0	12	1.0	0.4	6	-23	31
CC(NC(=O)CNC(=O)C(Cc1ccccc1)NC(=O)OCc1ccccc1)C(N)=O (stereo not drawn)	34	0.9	0	-3	-0.1	0.3	14	-26	-10
O=S(=O)(NCc1cccnc1)c1cccn1-c1ncc(C(F)(F)F)cc1Cl	-55	-1.2	-4	-6	5.1	2.8	11	-4	16
O=C1Nc2ccc(Br)cc2C12NNc1ccccc1O2 (stereo not drawn)	-61	-2.3	-6	34	4.1	2.1	21	12	105*
O=C(Nc1cccnc1)c1ccccc1NS(=O)(=O)c1ccc(F)cc1	-1	0.7	-3	7	7.7	5.0	14	-1	26
Cc1ccc(-c2cc(C(=O)NN3CCOCC3)c3cc(Br)ccc3n2)o1	-13	0.3	7	-25	1.7	-0.4	-14	-3	4
Cc1ccc(OCC(=O)NC(=S)Nc2ccc3c4c(cccc24)CC3)cc1	62*	0.4	6	-6	-0.5	-0.6	-1	2	5
Cc1nn(-c2ncc(C(F)(F)F)cc2Cl)c(=O)n1-c1ccccc1F	23	-0.7	8	20	0.5	1.6	15	-7	3
COc1ccc(C2CC(c3cccs3)=NN2C(=O)COC(=O)c2cncc(Br)c2)cc1OC (stereo not drawn)	25	-1.4	3	-8	-1.3	0.9	6	1	1
O=c1c(C/C=C/c2ccccc2)c(O)ccn1Cc1cccc(Cl)c1	-1	0.3	10	-31	1.1	0.5	-61	-6	19
CCOC(=O)c1ccc(NC(=O)CCc2nc(-c3cccc(C)c3)no2)cc1	-38	-1.4	3	-20	0.5	-0.1	9	-7	98*
C/C(=N/Oc1nc(C)cc(C)n1)c1ccc(Br)cc1	3	-0.1	1	-1	1.6	0.3	2	12	-10
COc1cc2c(cc1OC)C(C)N(C(=O)c1cc3ccccc3o1)CC2 (stereo not drawn)	17	1.7	6	-36	-1.0	-0.7	-8	-6	.
N#CNC(=Nc1cccc(F)c1)SCc1ccccc1F	-37	0.9	2	10	16	8.9	-1	-14	28
CCOC(=O)c1ccc(N2C(=O)CC(NNC(=O)c3ccc(Br)s3)C2=O)cc1 (stereo not drawn)	-11	0.3	.	9	0.8	0.4	-30	6	12
COc1cc(C2NC(=O)CS2)cc(OC)c1OC (stereo not drawn)	25	1.0	4	-45	-0.3	0.2	-17	8	18
CC(C)CNC(=S)NNC(=O)c1nn(C)cc1Cl	13	0.1	1	-2	-0.2	0.6	4	-33	-11
CCCCOC(=O)Nc1ccc(S(=O)(=O)Nn2cnnc2)cc1	16	-1.4	10	-7	1.5	0.5	-10	-10	18

In the list so far, 7 have fluorine.
SMILES	EP2 modulator	S1P4 agonist	NPY-Y1 antag	NPY-Y1 PAM-ag	zfTRPN1 agonist	TRPML3 agonist	NPY-Y2 PAM-ag	S1P4 antag	CHOP inhibitor
CN(C(=O)c1cc2n(n1)C(C(F)(F)F)CC(c1ccco1)N2)c1ccc(OC(F)(F)F)cc1 (stereo not drawn)	-9	0.5	-13	29	1.1	0.1	12	1	65
CC(C)CC(CO)N1CCN(C(=O)c2cccc(C(F)(F)F)c2)CCC1=O (stereo not drawn)	-7	1.4	-3	-8	0.4	0.6	5	-1	16
N#Cc1c(C(F)(F)F)cc(-c2ccccc2)nc1SCC(=O)N1CCOCC1	-7	-0.1	7	1	1.1	-0.3	-6	-3	-18
O=S(=O)(NCc1cccnc1)c1cccn1-c1ncc(C(F)(F)F)cc1Cl	-55	-1.2	-4	-6	5.1	2.8	11	-4	16
O=C(Nc1cccnc1)c1ccccc1NS(=O)(=O)c1ccc(F)cc1	-1	0.7	-3	7	7.7	5.0	14	-1	26
Cc1nn(-c2ncc(C(F)(F)F)cc2Cl)c(=O)n1-c1ccccc1F	23	-0.7	8	20	0.5	1.6	15	-7	3
N#CNC(=Nc1cccc(F)c1)SCc1ccccc1F	-37	0.9	2	10	16	8.9	-1	-14	28
